ERK EGF inh: inhibitors of EGF-stimulated ERK signaling pathway; actives 0.41% (n = 130,000); HEK293-V1b, EGF-stimulated phospho-ERK AlphaScreen; Potency, µM (top dose mostly 11.5 µM), inactives show top-dose activity change, negative = inhibition, usual class: inhibitors; active = well fitted inhibition curve with a large enough effect; inconclusive = small, poorly fitted or top-dose-only effect, or effect the other way;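 also: plate controls were stimulated vehicle wells for no effect and unstimulated vehicle basal for full effect; nearly all actives have a fitted effect of over 55% in size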
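V1b-HEK293, 1% FBS o/n; cpd 30 min 37C; EGF 25 nM final, 5 min; lyse 10 min; AlphaScreen beads 5 h RT. Normalized DMSO basal vs EGF max; Hill AC50.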
An asterisk follows results filed as active; u = inconclusive; & = joins results of further samples; [ ] = remark or other dose. Potency is read from the fitted curve at half-maximal effect. The list is partial; count on the stated rates, not on these rows.

SMILES	ERK EGF inh
Cn1c(=O)c2c(nc(N/N=C/c3c(O)n(C4CCCCC4)c(=S)[nH]c3=O)n2C)n(C)c1=O	2%[57.5 µM]
CC(C)n1c(O)c(C2c3cc(Cl)ccc3Oc3[nH]c(=O)n(C(C)C)c(=O)c32)c(=O)[nH]c1=O (stereo not given)	3.2µM*
O=S(=O)(c1ccc(F)cc1)N1CCCC1c1cccnc1 (stereo not given)	6%[57.5 µM]
O=C(NC(=O)c1ccccc1Cl)Nc1ccc(OC(F)(F)F)cc1	-22%
CCN(CC)S(=O)(=O)c1cccc(N=Nc2c(O)n(CC)c(=S)n(CC)c2=O)c1	u
C/C=C/CC1(CC)C(=O)NC(=S)NC1=O	2%[57.5 µM]
N#CCCn1cc(C(=O)NCc2ccccc2)c(-c2ccc3c(c2)OCCO3)n1	-12%
O=C(Cc1ccc(Cl)c(Cl)c1)N1CCCCC1CN1CCCC1 (stereo not given)	21%
C[C@]12CC[C@@H]3c4ccc(O)c(O)c4CC[C@H]3[C@@H]1CC[C@@H]2O	u
O=P1(Oc2ccccc2)C[C@@H](O)[C@@H](O)[C@H](COCc2ccccc2)O1 (stereo not given in full)	-6%[57.5 µM]
CCCn1ncc(CN2CCCC(C(=O)c3cccc(OC)c3)C2)c1C (stereo not given)	-1%
Cc1cc(C=O)c(C)n1C(C)C	-12%
c1cc2cc(c1)C[n+]1ccc(c3ccccc31)NCc1ccc(cc1)CNc1cc[n+](c3ccccc13)C2	-2%
Cc1nc2ccc(P(=O)(O)O)cc2s1	4%
COc1c(C)cc(C(=O)C2CCCN(Cc3cnc(C)s3)C2)cc1C (stereo not given)	-12%[57.5 µM]
COc1cc2c(cc1O)-c1c(O)c(OC)cc3c1[C@H](C2)N(C)CC3	-12%
CN1CC(CNC(=O)OCc2ccccc2)CC2c3cccc4c3c(cn4C)CC21 (stereo not given)	13%
N#CC[N+]1(CCCNP2(=O)C=C(c3ccccc3)OC(c3ccccc3)=C2)CCOCC1	3%
O=Cc1cn(Cc2ccc(F)cc2Cl)c2ccccc12	-13%
O=C(O)c1cc[c]([Hg][Cl])cc1	20%
CCCCC(=O)N/N=C/c1c(O)n(CC)c(=S)n(CC)c1=O	18%
NCCCP(=O)(O)O	4%
O=[N+]([O-])/C=C1/NCCN1Cc1ccc(Cl)nc1	-12%[57.5 µM]
CC/C(=N\NC(=S)Nc1ccccc1)c1c(O)[nH]c(=O)[nH]c1=O	-11%[57.5 µM]
CCN1C[C@]2(COC(=O)c3ccccc3N3C(=O)C[C@H](C)C3=O)CC[C@H](OC)[C@@]34[C@@H]5C[C@H]6[C@H](OC)[C@H]5[C@](O)(C[C@@H]6OC)[C@@](O)([C@@H](OC)[C@@H]23)[C@@H]14	-4%
CC(=NCc1ccco1)c1c(O)n(-c2ccccc2C)c(=O)[nH]c1=O	-4%[57.5 µM]
O=C(c1ccc2c3c(cccc13)CC2)C1CCCN(CC2CC2)C1 (stereo not given)	39%
Nc1c2c(nc3sc4c(c13)CCCC4)CCCC2	-4%
COc1cc2c(cc1O)[C@H]1Cc3ccc(OC)c(O)c3CN1CC2	10%[25.7 µM]
CCc1ccccc1N1C(=O)/C(=C/c2ccc(N3CCN(C)CC3)o2)C(=O)NC1=S	5%
CN1OCC2Cn3c(nc4ccccc43)C21 (stereo not given)	4%[57.5 µM]
CC1OC1P(=O)(O)O (stereo not given)	30%&4%
CC1CC(OC(=O)c2ccccc2)CC(C)N1C (stereo not given)	2%
Cc1[nH]n(-c2ccccc2)c(=O)c1C(c1ccc([N+](=O)[O-])cc1)c1c(C)[nH]n(-c2ccccc2)c1=O	11%
Clc1cnc(Oc2ccc(Oc3ncc(Cl)cc3Cl)cc2)c(Cl)c1	18%
CCCCOC(=O)c1ccccc1C(=O)OCCCC	33%
Cc1oc(-c2ccccc2Cl)nc1CN1C(=O)CN=C(c2ccccc2)c2ccccc21	-5%
Cc1sc2ccccc2c1CC1=NCCN1	10%
CCCCc1ccc(C(=O)O)nc1	5%
CCCCCCCn1c(=O)c(C(=O)Nc2cnccn2)c(O)c2ccccc21	6%[57.5 µM]

Later entries.
mol,ERK EGF inh
CC(C)N1CCN(c2ccc(O)cc2)CC1,5%
CN(C)S(=O)(=O)c1cc(NC(=O)COC(=O)Cc2ccccc2)ccc1Cl,7%
CCC(=O)N1CC(=O)Nc2ccc(Br)cc2C1c1ccccc1 (stereo not given),0%
C[C@]12CC[C@@H](O)CC1CCC1C2CC[C@]2(C)C(=O)CC[C@@H]12 (stereo not given in full),14%
Cc1ccc(NC(=O)c2cn(CCC#N)nc2-c2ccc3c(c2)OCCO3)c([N+](=O)[O-])c1,-4%
O=C(O)[C@@H]1CSC(c2cccnc2)N1 (stereo not given in full),-9%
O=c1[nH]c(=S)n(Cc2ccc(F)cc2)c(O)c1/C=N/N1CCCCC1,-2%
COc1nc2ccccc2c(=O)n1-c1ccc(Cl)cc1,1%
CCCN1[C@@H]2C[C@@H](O)CC[C@@H]2C[C@H]1C(=O)OC,-3%
COc1cc(N)c(Cl)cc1C(=O)NC1CN2CCC1CC2 (stereo not given),u
O=C(N=Nc1c(O)[nH]c(=O)[nH]c1=O)C1COc2cc3ccccc3cc2O1 (stereo not given),-4%
N=c1c[n+](C2CCCCC2)[n-]o1,7%
Cc1ccc(N=C(N(C)C)P(=O)(N(C)C)N(C)C)cc1,-4%
Fc1ccc(CN2CCN(c3ccc(Cl)cc3)CC2)cc1,0%
CCCC[N+]12CCC(CC1)C(C(O)(c1ccccc1)c1ccccc1)C2 (stereo not given),0%[57.5 µM]
CC(Cc1ccccc1)NC(=O)/C=C/C(=O)O (stereo not given),3%
C=CCn1c(O)c(C(C)=Nc2ccc(C(=O)O)cc2)c(=O)[nH]c1=O,-3%[57.5 µM]
c1cnc(N2CC3(CCNCC3)C2)nc1,-5%
CC(C)C/C(=N/O)c1cn(C)c2ccccc12,-2%
CCS(=O)(=O)Nc1cccc(C(=C2CCCCC2)c2cnc[nH]2)c1,9%
O=C(COC(=O)c1ccccc1)Nc1ccc(Cl)cc1C(=O)c1ccccc1,9%
O=C1NC(=O)N(c2ccccc2F)C(=O)/C1=C/c1ccc(Oc2ccc([N+](=O)[O-])cn2)cc1,9%
O=C1c2ccccc2-c2cccc3cccc1c23,4%
Cc1ccsc1C(=O)C1CCCN(Cc2cccc(-n3cccn3)c2)C1 (stereo not given),-34%
CC(=O)OCC1=C(C(=O)[O-])N2C(=O)[C@@H](NC(=O)CCC[C@@H](N)C(=O)[O-])[C@H]2SC1.[Zn+2],7%
N#Cc1nn(-c2c(Cl)cc(C(F)(F)F)cc2Cl)c(N)c1S(=O)C(F)(F)F (stereo not given),17%
CCc1ccc(CNCCc2ccccc2F)cc1,-1%
O=C1NC(=O)N(Cc2ccc(F)cc2)C(=O)/C1=C\C=C\c1ccco1,u
COP(=O)(NS(=O)(=O)c1ccccc1)OC,9%
C[C@]12CCC3C(CC[C@]4(O)C[C@@H](O)CC[C@]34C=O)[C@@]1(O)CC[C@@H]2C1=CC(=O)OC1 (stereo not given in full),-2%
NCCc1ccc(O)cc1,1%[57.5 µM]
O=C(Oc1ccccc1)N1CCC2(CCCN(Cc3ccccc3)C2)CC1,-1%
c1ccc2c(c1)OCC(C1=NCCN1)O2 (stereo not given),-14%[57.5 µM]
CC(=O)Oc1ccccc1C(=O)Nc1ncc([N+](=O)[O-])s1,u
C=CCN1C(=O)NC(=O)/C(=C/C=C/c2ccccc2)C1=O,22µM*
Cc1ccc(-n2c(C)nc3ccccc3c2=O)cc1C,5%
O=C1/C(=C\c2ccccc2)C[C@@]2(O)[C@H]3Cc4ccc(O)c5c4[C@@]2(CCN3CC2CC2)[C@@H]1O5,0%
CCC(=NCCc1c[nH]c2ccccc12)c1c(O)n(-c2ccc(C)cc2)c(=O)[nH]c1=O,2%
O=C(CCCN1CCC(n2c(=O)[nH]c3ccccc32)CC1)c1ccc(F)cc1,-3%[25.7 µM]
C=C1C2CC[C@@]3(C)C(c4ccoc4)OC(=O)C[C@@]13OC1CC(=O)C(C)(C)C(C(OC(C)=O)C(=O)OC)[C@@]12C (stereo not given in full),13%
CCOC(=O)c1c(C)n(Cc2ccc(F)cc2)c2ccc(O)cc12,-2%[57.5 µM]
COc1ccccc1-n1c(O)c(/C=N/NC(=S)Nc2ccccc2)c(=O)[nH]c1=S,-2%[57.5 µM]
COc1ccc(CNC(C)Cc2cccs2)cc1 (stereo not given),8%
O=P(Oc1ccccc1)(Oc1ccccc1)N1CCN(c2ccc(F)cc2)CC1,15%[57.5 µM]
CCCN1CCC[C@H](c2cccc(O)c2)C1,-4%
CCOC(=O)N(C)c1ccc(C(O)(C(=O)OC)C(F)(F)F)cc1 (stereo not given),-3%
COC(=O)[C@@]1(C#N)[C@@H]2C=CC(C(C)=O)=CN2[C@@H](C(N)=O)[C@@H]1c1ccc(F)cc1,-7%[57.5 µM]
CCC(C)n1c(O)c(C=NCC2CCCO2)c(=O)[nH]c1=S (stereo not given),-8%[57.5 µM]
O=[N+]([O-])c1ccc(N2CCOCC2)c2ccncc12,-6%
Cc1nn(Cc2ccc(Cl)cc2Cl)c(Cl)c1C(=O)NC1CCCc2ccccc21 (stereo not given),7%
CCN(CC)C(=O)[C@]1(c2ccccc2)C[C@@H]1CN,u
COc1cc2c(cc1OC)-c1c(OC)c(OC)cc3c1[C@H](C2)N(C)CC3,-1%
C=CCn1c(O)c(C(C)=NCCCn2ccnc2)c(=O)[nH]c1=O,1%[57.5 µM]
CC(C)CCNC(=O)c1cc(C(=O)c2cc(F)ccc2O)cn(CCC(C)C)c1=O,0%
O=c1[nH]c(=S)[nH]c(O)c1N=Nc1cc2c(cc1[N+](=O)[O-])OCO2,8%
CCOC(=O)Cc1csc(NC(=O)c2c(O)c3ccccc3n(CCC(C)C)c2=O)n1,-6%
Cc1ccc(C(=O)NC(O)C(Cl)(Cl)Cl)cc1 (stereo not given),1%
O=C(O)Cc1cccnc1C(=O)O,-7%
OC(CNCCc1c[nH]c2ccccc12)C(F)(F)F (stereo not given),-16%
CSc1ncc(/C=C2/C(=O)NC(=O)N(c3ccc(Cl)cc3)C2=O)cn1,-1%

Taken from above:
In ERK EGF inh, CCC(C)n1c(O)c(C=NCC2CCCO2)c(=O)[nH]c1=S (stereo not given) is listed with -8%[57.5 µM]
In ERK EGF inh, O=c1[nH]c(=S)[nH]c(O)c1N=Nc1cc2c(cc1[N+](=O)[O-])OCO2 is listed with 8%
In ERK EGF inh, COc1ccccc1-n1c(O)c(/C=N/NC(=S)Nc2ccccc2)c(=O)[nH]c1=S is listed with -2%[57.5 µM]
In ERK EGF inh, CC(C)CCNC(=O)c1cc(C(=O)c2cc(F)ccc2O)cn(CCC(C)C)c1=O is listed with 0%
In ERK EGF inh, C=C1C2CC[C@@]3(C)C(c4ccoc4)OC(=O)C[C@@]13OC1CC(=O)C(C)(C)C(C(OC(C)=O)C(=O)OC)[C@@]12C (stereo not given in full) is listed with 13%
In ERK EGF inh, CSc1ncc(/C=C2/C(=O)NC(=O)N(c3ccc(Cl)cc3)C2=O)cn1 is listed with -1%

Some of the entries so far, as labelled records.
COc1nc2ccccc2c(=O)n1-c1ccc(Cl)cc1
  ERK EGF inh: 1%

NCCc1ccc(O)cc1
  ERK EGF inh: 1%[57.5 µM]

O=[N+]([O-])/C=C1/NCCN1Cc1ccc(Cl)nc1
  ERK EGF inh: -12%[57.5 µM]

Later entries.
mol,ERK EGF inh
CCN(CC(=O)Nc1ccc(C#N)c(Cl)c1)CC(=O)NC(C)(C)C,1%
O=C1NC(=O)N(CC2CCCO2)C(=O)/C1=C/c1cccs1 (stereo not given),-5%[57.5 µM]
CC(NCC#Cc1ccccc1)C(O)c1ccccc1 (stereo not given),-2%
CCC(=NCCCn1ccnc1)c1c(O)n(-c2ccc(OC)cc2)c(=O)[nH]c1=O,-11%[57.5 µM]
CC(=O)O[C@@H]1CN2CCC1CC2,0%
CC(=O)[C@H]1CC[C@H]2[C@@H]3CC[C@H]4C[C@H](O)CC[C@]4(C)[C@H]3C(=O)C[C@]12C,-17%[57.5 µM]
Cn1c(O)c(C=NCCc2c[nH]c3ccccc23)c(=O)n(C)c1=O,-23%[57.5 µM]
COc1cc2c3cc1Oc1c(OC)c(OC)cc4c1C(Cc1cccc(c1)Oc1ccc(c(O)c1)CC3N(C)CC2)N(C)CC4 (stereo not given),8%
CCN1C(=O)/C(=C/c2ccc(N(CC)CC)cc2OC)C(=O)NC1=S,-16%
CCCN1CC(C)C(OC(C)=O)(c2ccccc2)CC1C (stereo not given),3%
O=P(CCl)(Nc1ccccc1)C(Cl)(Cl)Cl (stereo not given),0%
CC(C)OP(=O)(Oc1ccc(C(O)C(Cl)(Cl)Cl)cc1)OC(C)C (stereo not given),3%[57.5 µM]
CNC(=O)N(C)c1ccc(C(O)(C(=O)OC)C(F)(F)F)cc1 (stereo not given),5%[57.5 µM]
CC(=NCc1ccc2c(c1)OCO2)c1c(O)n(-c2ccc(C)cc2)c(=O)[nH]c1=O,-10%[57.5 µM]
Oc1ccc2c3c1O[C@H]1c4[nH]c5ccccc5c4C[C@@]4(O)C(C2)N(CC2CC2)CC[C@]314,3%[57.5 µM]
COc1ccc(-c2cc(=Nc3cccc(C(=O)O)c3)c3cc(C)ccc3o2)cc1,-1%
COC(=O)C1(C)C=C2C(=C(C)C(=O)C2C)CN1 (stereo not given),3%
CCOC(=O)C1(CCc2ccccc2)CCN(Cc2csc(C(C)=O)c2)CC1,u
CC(C)CN1CCN(Cc2ccccc2C(F)(F)F)CC1CCO (stereo not given),-16%

A different layout for some results above.
> O=C1NC(=O)N(CC2CCCO2)C(=O)/C1=C/c1cccs1 (stereo not given)
- ERK EGF inh: -5%[57.5 µM]

> CC(NCC#Cc1ccccc1)C(O)c1ccccc1 (stereo not given)
- ERK EGF inh: -2%

> CCC(=NCCCn1ccnc1)c1c(O)n(-c2ccc(OC)cc2)c(=O)[nH]c1=O
- ERK EGF inh: -11%[57.5 µM]

> CC(=O)O[C@@H]1CN2CCC1CC2
- ERK EGF inh: 0%
